KLK5 inh: inhibitors of human kallikrein 5 | Q9Y337 | 210,000 tested, 0.59% active | inhibition, % at 5 µM | recombinant hK5, fluorogenic AMC substrate cleavage;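 active = inhibition of 40% or more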;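 also: 0% = enzyme controls without compound and 100% = no-enzyme blanks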
Target sequence (Q9Y337 67-293 limits assumed): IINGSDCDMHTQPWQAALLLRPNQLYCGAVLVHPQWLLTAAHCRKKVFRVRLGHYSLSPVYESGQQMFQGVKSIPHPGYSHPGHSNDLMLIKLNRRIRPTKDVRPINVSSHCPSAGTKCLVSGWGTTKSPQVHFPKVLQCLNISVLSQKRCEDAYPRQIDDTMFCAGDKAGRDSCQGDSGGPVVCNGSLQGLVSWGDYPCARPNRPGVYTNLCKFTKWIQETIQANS
Rad51 HR inh: Rad51 (human) homologous recombination inhibition. hRad51 DNA strand exchange, fluorescence dequenching. inhibition, % at 10 µM. 200,000 tested, 0.085% active. AID 1385;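 active = inhibition above 40% at the single screening dose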;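 also: 0% = DMSO control wells and 100% = blanks with heterologous ssDNA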
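material = hRad51 filaments on single-stranded DNA | timing = filaments 15 min 37 °C, then compound 30 min | signal = FRET fluorescence dequenching, excitation 485 nm, emission 520 nm | benchmarks = control wells and blank wells on each plate | evaluation = percent inhibition relative to plate controls and blanks | compound = 10 µM final, single point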
FXIIa inh 1536: inhibitors of human coagulation factor XIIa; P00748; purified FXIIa, Boc-QGR-AMC fluorogenic substrate, 2 h; inhibition, % at 5 µM; 220,000 tested, 0.3% active; AID 800; in the data active = inhibition above about 40%;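 also: 0% = enzyme with no compound and 100% = blank without enzyme; many of its hits are not listed in these tables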
Target sequence (P00748 20-372 limits assumed): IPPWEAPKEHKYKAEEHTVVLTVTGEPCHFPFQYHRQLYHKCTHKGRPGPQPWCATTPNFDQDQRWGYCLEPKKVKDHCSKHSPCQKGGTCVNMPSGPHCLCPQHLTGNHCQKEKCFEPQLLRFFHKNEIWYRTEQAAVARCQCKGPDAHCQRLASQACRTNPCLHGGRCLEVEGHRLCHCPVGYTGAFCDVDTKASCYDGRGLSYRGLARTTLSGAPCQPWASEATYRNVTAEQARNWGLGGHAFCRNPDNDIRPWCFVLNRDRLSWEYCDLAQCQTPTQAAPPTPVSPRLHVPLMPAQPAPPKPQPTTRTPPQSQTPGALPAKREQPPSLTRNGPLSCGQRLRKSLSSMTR
Target sequence (P00748 373-615 limits assumed): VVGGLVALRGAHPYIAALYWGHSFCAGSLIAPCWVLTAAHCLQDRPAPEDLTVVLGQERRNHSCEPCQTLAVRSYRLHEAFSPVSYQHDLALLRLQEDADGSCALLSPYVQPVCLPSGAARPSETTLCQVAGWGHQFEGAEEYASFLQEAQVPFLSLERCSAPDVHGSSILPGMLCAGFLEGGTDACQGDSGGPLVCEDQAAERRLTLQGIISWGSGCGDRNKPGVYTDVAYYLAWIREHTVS
p97 inhibitor: human p97 ATPase inhibition; P55072; inhibition, % at 8 µM; AID 1481; recombinant p97 ATPase, Kinase-Glo ATP luminescence, 3 h; 220,000 tested, 0.42% active; in the data active = inhibition above about 15%;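 also: 0% = DMSO vehicle and 100% = wells lacking enzyme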
FXIa inh 1536: inhibitors of human coagulation factor XIa; P03951; purified FXIa, Boc-Glu-Ala-Arg-AMC fluorogenic substrate; inhibition, % at 5 µM; 220,000 tested, 0.14% active; AID 798;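 active = inhibition of at least 40%; inactive = inhibition below 40%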;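 also: fluorescence of freed AMC excited at 355 nm; 0% = enzyme without compound and 100% = no enzyme blank; many of its hits are not listed in these tables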
Wee1 stabilizer: inhibitors of human Wee1 degradation; P30291; HeLa Luc-Wee1K328M stability, luciferase luminescence; 100% = proteasome inhibitor MG132 effect; reporter increase, % at 5 µM; 220,000 tested, 1.2% active; AID 1321;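 active = activation above the mean of all tested compounds plus 3 SD, set per screening run, cut at about 8.8% in these data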;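 also: cells exposed to compound for 20 h before luminescence read; 0% = DMSO alone and 100% = MG132 at 30 µM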
MDM2 E3 inh: blocks human Mdm2 ubiquitin ligase activity; signal enhancement, % at 5 µM; Q00987; cell-based MDM2 ubiquitination luciferase reporter, 2 h; 0 = plate control, 100 = twice control, blank-subtracted; 210,000 tested, 0.11% active; AID 1230;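 active = signal enhancement of 30% or more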;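 also: luminescence tracks abundance of the self-degrading MDM2-luciferase fusion protein; higher signal means inhibition of MDM2 E3 ligase activity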
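Assay system: mammalian cells stably expressing self-ubiquitinating, self-degrading MDM2 E3–luciferase fusion. Quantity: 2000 cells in each well. Medium: DMEM culture medium. Compound dosing: single-point 5 µM. Timing: cell settling 4 h, compound treatment 2 h, both 37 °C. Technique: luciferase luminescence. Read-out basis: percent signal gain over controls, blank-subtracted. Benchmarks: plate controls and plate blanks.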
eIF4E-4G inh: blocks eIF4E binding to eIF4G; P63073+Q04637; 220,000 tested, 0.37% active; TR-FRET eIF4E-eIF4GI(517-606) binding, 2 h; inhibition, % at 21.7 µM; AID 782;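 active = inhibition above about 30%, limit read from the data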;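 also: 0% = full FRET control wells and 100% = background wells lacking eIF4GI fragment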
14-3-3 Bad PPI: disrupts binding of bovine 14-3-3 zeta to phospho-Bad peptide; P63103; TR-FRET 14-3-3zeta/Dy647-pBad peptide displacement, 1 h; inhibition, % at 21.7 µM; 220,000 tested, 0.71% active; AID 781;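 active = inhibition above about 70%, limit read from the data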;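 also: 0% = full 14-3-3 plus peptide FRET controls and 100% = background without 14-3-3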
Target sequence (P63103 whole entry, looked up): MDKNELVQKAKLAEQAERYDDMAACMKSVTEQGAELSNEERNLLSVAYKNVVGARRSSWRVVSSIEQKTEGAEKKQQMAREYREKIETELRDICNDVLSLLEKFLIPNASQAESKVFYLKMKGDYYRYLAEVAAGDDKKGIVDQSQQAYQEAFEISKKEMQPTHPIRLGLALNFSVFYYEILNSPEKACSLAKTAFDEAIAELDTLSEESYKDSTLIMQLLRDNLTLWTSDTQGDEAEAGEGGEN
Active calls of the source: *; nt = not tested or not shown; & = joins results of further samples; [ ] = dose if it differs, or a comment. These rows are one share of the data; count on the stated rates, not on these rows.

SMILES	KLK5 inh	Rad51 HR inh	FXIIa inh 1536	p97 inhibitor	FXIa inh 1536	Wee1 stabilizer	MDM2 E3 inh	eIF4E-4G inh	14-3-3 Bad PPI
O=C(NC(C(Cl)Cl)N1CCOCC1)c1ccccc1 (stereo not given)	-2	10	4	1	-3	1	-10	-3	-10
CN1CCC2(CC1)C(C#N)=C(N)NC(S)=C2C#N	18&-6	-117&-58	17&3	0&3	6&9	-2&-1	-24&-15	5&-1	6&-2
Cc1ccc(S(=O)(=O)N(C)C/N=C(\N)N[N+](=O)[O-])cc1	4	5	8	15*	0	1	-3	-2	28
O=S(=O)(c1ccccc1)N1CCCCC1c1cccnc1 (stereo not given)	3	-1	13	-2	15	5	10	-7	9
CN1CCN(c2ccc([N+](=O)[O-])c3no[n+]([O-])c23)CC1	4	-110	8	3	2	1	nt	-2	1
CN1CCc2nc3ccc(F)cc3c(C(N)=O)c2C1	-4	nt	3	6	3	-1	-8	2	45
CCC(=O)OC1(Cc2ccc(CC)cc2)CC(C)N(C)CC1C (stereo not given)	-2	0	1	-4	-4	3	-8	-2	47
C(#CCN1CCOCC1)COCc1ccccc1	-8	5	-1	-1	2	-3	-2	4[fluorescence artefact?]	17[fluorescence artefact?]
O=c1[nH]c(CN2CCNCC2)nc2ccccc12	0	1	13	2	-3	5	-13	6[fluorescence artefact?]	4[fluorescence artefact?]
CCC(=NCc1ccco1)c1c(O)n(-c2ccc(Cl)cc2)c(=O)[nH]c1=O	-10	18	5	-4	-1	1	2	1	3
CCN(CC)CCCOC(=O)C(OC)(c1ccccc1)c1ccccc1	-2	-4	2	-5	-7	-2	-5	-3	46
Cn1c2ccccc2c2cnn(CC(=O)N3CCC4(CC3)OCCO4)c(=O)c21	-4	nt	7	3	-2	-1	-8	11	0
O=C1C2CCCN2C(c2cccc(Cl)c2)N1c1ccccn1 (stereo not given)	4	-7	5	-2	0	4	6	-4[fluorescence artefact?]	-1[fluorescence artefact?]
CN(C)CC1Oc2ccccc2OC1(O)c1ccccc1 (stereo not given)	-3	nt	6	13	0	4	-3	1	-2
O=C1NC(=S)N(c2ccc(Cl)cc2)C(=O)/C1=C/N1CCN(C(=O)c2ccco2)CC1	-5	-24	5	4	0	0	-8	3	17
CCNc1cc(N2CCNCC2)ccc1[N+](=O)[O-]	28	-10	28	-6	68*	3	-19	3	0
CC(=O)OC1C2CCC1C(N1CCCC1)CC2 (stereo not given)	-10	-2	-5	-3	-10	-2	-10	1	-1
O=C(Cn1ncc2ccsc2c1=O)N1CCC2(CC1)OCCO2	1	nt	17	3	21	0	-12	1	-9
Fc1ccc(C2=CCN(C(c3cccs3)c3nnnn3CCc3ccccc3)CC2)cc1 (stereo not given)	-11	0	8	-3	2	-3	-12	6	-7
CCn1c(O)c(/C=N/NC(=O)c2ccccc2)c(=O)n(CC)c1=S	-17	-38	4	6	3	1	-9	-1	0
O=C(Nc1ccccc1)N1CCC2(CC1)OCCO2	13	19	1	5	-2	2	-9	6	-3
COCCCN1Cc2ccccc2C1=N	38	-2	4	-2	1	-3	-88	-36	-3
CCC(=NCc1cc(OC)cc(OC)c1)c1c(O)[nH]c(=O)[nH]c1=O	-2	11	7	6	-1	0	-5	1	4
OCc1cnc[nH]1	-11	-2	13	7	3	-1	nt	4	8

One compound at a time, as listed above:
CCC(=NCc1cc(OC)cc(OC)c1)c1c(O)[nH]c(=O)[nH]c1=O is listed with KLK5 inh = -2; Rad51 HR inh = 11; FXIIa inh 1536 = 7; p97 inhibitor = 6; FXIa inh 1536 = -1; Wee1 stabilizer = 0; MDM2 E3 inh = -5; eIF4E-4G inh = 1; 14-3-3 Bad PPI = 4
CC(=O)OC1C2CCC1C(N1CCCC1)CC2 (stereo not given) is listed with KLK5 inh = -10; Rad51 HR inh = -2; FXIIa inh 1536 = -5; p97 inhibitor = -3; FXIa inh 1536 = -10; Wee1 stabilizer = -2; MDM2 E3 inh = -10; eIF4E-4G inh = 1; 14-3-3 Bad PPI = -1
O=C1C2CCCN2C(c2cccc(Cl)c2)N1c1ccccn1 (stereo not given) is listed with KLK5 inh = 4; Rad51 HR inh = -7; FXIIa inh 1536 = 5; p97 inhibitor = -2; FXIa inh 1536 = 0; Wee1 stabilizer = 4; MDM2 E3 inh = 6; eIF4E-4G inh = -4[fluorescence artefact?]; 14-3-3 Bad PPI = -1[fluorescence artefact?]

Carrying on:
SMILES	KLK5 inh	Rad51 HR inh	FXIIa inh 1536	p97 inhibitor	FXIa inh 1536	Wee1 stabilizer	MDM2 E3 inh	eIF4E-4G inh	14-3-3 Bad PPI
O=[N+]([O-])c1ccc(C2C3C(c4ccccc4)=NC4(CCCC4)N32)cc1 (stereo not given)	-6	nt	4	-6	3	6	-10	1	0
CC(C)Oc1ccc(C2C(C#N)=C(N)Oc3c2c(=O)oc2ccccc32)cc1 (stereo not given)	0	8	6	-4	6	-1	0	6	-22
Cc1cccc(OC(=O)N2CCOCC2)c1	-14	-2	10	3	6	6	9	-4[fluorescence artefact?]	13
CC(N)Cc1c[nH]c2cc3c(cc12)OCCO3 (stereo not given)	-2	nt	-4	5	-6	4	6	2	3
N#CCCn1cc(C(=O)Nc2ccccc2Br)c(-c2ccc3c(c2)OCCO3)n1	-6	-6	-1	0	-7	0	-7	1	-2[fluorescence artefact?]
CN1CCN(c2ccc([N+](=O)[O-])c3cccnc23)CC1	-4	nt	15	1	2	-2	-11	-5	-4
CCOP(=O)(C#CC(C)(C)C)C(C)(O)c1ccccc1 (stereo not given)	-5	14	6	1	-3	2	-17	4[fluorescence artefact?]	-1[fluorescence artefact?]
O=C1NC(=S)NC(=O)C1=Cc1ccc2c(c1)CCN2CCCCl	0	-41	8	18*	1	-3	-5	25	33
OC(c1cccc(Cl)c1)(c1cccc(Cl)c1)C1CN2CCC1CC2 (stereo not given)	2	8	7	6	-3	-1	-10	0	-7
CC(C)C1(C)N=C(c2nc3ccccc3cc2C(=O)O)NC1=O (stereo not given)	-3	9	-3	6	-4	-1	-4	-1[fluorescence artefact?]	-10
Cc1ccc(-n2cc(CNC(C)Cc3cnccn3)c(-c3cccc(C)c3)n2)cc1 (stereo not given)	nt	21	6	-2	0	5	-7	0	-7
Fc1cccc(C2NCCc3[nH]cnc32)c1 (stereo not given)	-5	0	-7	-1	-8	7	-5	-3	2
CCN(CC)C(=O)c1ccc(NC(=O)c2cccc(C(F)(F)F)c2)cc1	2	10	11	-1	-3	0	5	0	-11
CCCCn1c(C)c(C(=O)O)c2cc(OC)ccc21	-6	-4	-3	1	-1	3	1	-1	-10
COc1ccc(CN2C(=O)NC(=O)/C(=C/c3ccoc3)C2=O)cc1	-8	nt	1	8	-4	0	-9	13	17
COc1ccccc1CN1CCN(C(=O)Cc2ccccc2)CC1	-15	-5	14	nt	8	nt	-6	3	76*
N#CC1=C(N)Oc2c(c(=O)oc3ccccc23)C1c1ccccc1OC(=O)c1cccs1 (stereo not given)	-6	-5	-10	-2	-6	1	-15	1	-6
CCCCC12CNCC(C)(CNC1)C2=O	5	-10	18	6	6	-3	3	-10	-5
Cc1cc(C=O)c(C)n1C1CCCCC1	-6	-6	9	4	-2	-2	9	3	12
Cc1ccc(C(=O)C2(C)N(O)C(C)C(c3cccs3)=[N+]2[O-])cc1 (stereo not given)	-19	1	15	3	8	2	-7	-12	1
Cc1nc2ccccc2c(=O)n1-c1ccncc1	2	8	3	4	-1	-1	-3	1	7
OCC[n+]1c2ccccc2nc2ccc(N3CCOCC3)cc21	8	19	16	-19	4	-3	-28	-21	-50
CN(C)C(=O)On1c(-c2ccccc2)nc2ccc(Cl)cc21	-14	1	8	-1	2	4	-9	1	21
Cc1c(C(c2ccc(Cl)cc2Cl)c2c(O)c3ccccc3oc2=O)c(=O)n(-c2ccccc2)n1C (stereo not given)	1	5	9	-1	-2	-1	-7	-2	9
CC(=O)c1c(O)n(C)c(=S)n(-c2ccccc2)c1=O	-19	-8	-1	7	-5	2	-14	-10	-7
O=C(Cn1ncc2c3ccccc3n(Cc3ccc(F)cc3)c2c1=O)N1CCC2(CC1)OCCO2	7	1	12	-8	-6	1	-1	3	3
Cn1cccc1/C=C1\C(=O)NC(=O)N(Cc2ccccc2Cl)C1=O	18	-15	32	-1	48*	-2	-91	0	-3
Cc1ccc2c(c1)c(=O)c1c3n2CCN(CC#N)C3CC1 (stereo not given)	2	-1	6	7	-4	-1	7	13	-6
O=C(OCCN1CCOCC1)C1(c2ccccc2)CCCC1	-18	5	6	-1	-21	6	-14	-1	-5
C#CCN1C(=O)C2(C(C#N)=C(N)OC(C)=C2C(=O)OCc2ccccc2)c2ccccc21 (stereo not given)	6	-4	15	1	2	4	-10	4	5
O=C(O)C1(c2ccc(Cl)cc2)CCC1	2	0	13	4	-2	-1	4	-12	-3[fluorescence artefact?]
C=CCn1c(O)c(N=Nc2c(C)n(C)n(-c3ccccc3)c2=O)c(=O)[nH]c1=S	-64	-7	8	8	7	7	0	2	3[fluorescence artefact?]
O=C(COc1ccc2ccccc2c1)N1CCN(Cc2c[nH]c3ccccc23)CC1	-16	-4	1	-6	2	1	-7	0	34
COCCn1cc(C(=O)N2CCC3(CC2)OCCO3)c2c3ccccc3n(C)c2c1=O	-47	-4	19	-2	7	8	-15	14	13
Cc1cccc(N2C(=O)NC(=O)/C(=C\c3ccc(N4CCOCC4)cc3)C2=O)c1	24	-12	-2	-5	-16	0	-11	-2	-4
O=C(CCN1CCCCC1)NCC(=O)Nc1ccc(Br)cc1C(=O)c1ccccc1	-8	1	8	0	3	1	-6	6[fluorescence artefact?]	0[fluorescence artefact?]
C=CCc1cc(C=C2C(=O)NC(=O)NC2=O)cc(OC)c1OCc1ccc(C(=O)O)cc1	0	7	6	4	-2	-2	22	0	-10
CCCCCCN=C(CC)c1c(O)n(CCCC)c(=O)[nH]c1=O	-2	-5	-2	2	-12	-4	-11	-7	7
CCCCCn1c(=O)c(C(=O)NCc2ccncc2)c(O)c2ccccc21	-8	-3	13	1	4	-3	-13	-7	-21
COc1ccc(N2CCN(C(CNC(=O)Oc3ccccc3)c3cccnc3)CC2)cc1 (stereo not given)	-4	-3	8	2	-2	2	1	3	-2
CCSC1=NN1c1cc(C)nc(N)n1	-3	-6	3	-5	-1	0	-8	-2	7
CCn1cc(C(=O)NCc2ccccc2)c2ccccc21	-2	5	5	3	-4	-3	7	3	-5
CCC(=NCc1ccco1)c1c(O)n(Cc2ccccc2)c(=O)[nH]c1=O	-5	-4	9	6	2	0	-4	5	-10
O=C(CF)NC(NC(=S)Nc1cccc([N+](=O)[O-])c1)C(Cl)(Cl)Cl (stereo not given)	-15	-7	-1	2	-5	3	-6	-4	-5
Cc1ccc2c(c1)CC1(CN2C)C(=O)NC(=O)N(c2ccccc2C)C1=O (stereo not given)	12	6	16	9	0	3	-8	-3[fluorescence artefact?]	-4[fluorescence artefact?]
Cc1cc(S(N)(=O)=O)ccc1N=Cc1c(O)n(-c2ccccc2)c(=O)[nH]c1=O	-5	7	8	4	5	-2	-1	0	-7
CCCCC(=O)N/N=C/c1c(O)n(CCCC)c(=S)[nH]c1=O	-13	-8	3	-3	3	-1	-11	-1	0
CC1(O)C[C@]2(C)N(O)C3CCCC[C@@H]3N2O1 (stereo not given in full)	-7	-1	11	7	4	-2	-4	-8	-12

Source: PubChem
